Tau fil binding = tau filament binding. actives 2% (n = 71,000). recombinant tau filaments, thioflavin S fluorescence, 15 h; filaments grown with octadecylsulfate alongside compound. P10636. Potency, µM (doses to about 57.1 µM), for the others: top-dose activity change, negative = inhibition. AID 596;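 further: potency means the concentration at half of the fitted maximal effect; on the % scale 0 is the no-effect control and ±100 the full control effect; actives lower thioflavin S fluorescence by blocking filaments or displacing dye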
Target sequence (P10636 whole entry, looked up): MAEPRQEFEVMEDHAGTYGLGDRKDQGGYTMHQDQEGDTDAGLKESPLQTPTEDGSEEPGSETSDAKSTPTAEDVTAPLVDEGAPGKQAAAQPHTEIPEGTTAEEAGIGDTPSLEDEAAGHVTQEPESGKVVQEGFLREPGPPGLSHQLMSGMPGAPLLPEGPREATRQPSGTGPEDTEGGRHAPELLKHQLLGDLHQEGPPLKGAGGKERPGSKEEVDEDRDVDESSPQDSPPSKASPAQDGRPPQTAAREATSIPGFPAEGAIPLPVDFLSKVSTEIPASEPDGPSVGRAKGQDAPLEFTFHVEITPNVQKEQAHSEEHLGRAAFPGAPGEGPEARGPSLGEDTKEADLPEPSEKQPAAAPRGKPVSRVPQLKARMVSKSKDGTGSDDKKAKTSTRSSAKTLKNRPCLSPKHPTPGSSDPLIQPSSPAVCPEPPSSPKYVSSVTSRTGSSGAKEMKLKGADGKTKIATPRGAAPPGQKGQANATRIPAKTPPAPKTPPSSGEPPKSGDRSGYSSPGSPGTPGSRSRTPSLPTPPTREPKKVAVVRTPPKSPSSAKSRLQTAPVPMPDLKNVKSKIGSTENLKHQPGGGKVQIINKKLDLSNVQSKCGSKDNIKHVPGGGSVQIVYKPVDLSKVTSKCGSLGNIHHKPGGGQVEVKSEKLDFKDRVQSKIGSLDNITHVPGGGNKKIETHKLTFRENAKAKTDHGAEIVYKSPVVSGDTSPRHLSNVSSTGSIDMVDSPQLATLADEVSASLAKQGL
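Recombinant tau protein (human, 1 uM final) plus 30 uM ODS in HEPES pH 7.4 with NaCl, DTT and thioflavine S. Compound present from the start; fluorescence at 510 nm after 15 h, 37 C.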
Caspase-1 inhib = allosteric or competitive inhibitors of human caspase-1; P29466; Caspase-1 enzyme, Ac-WEHD-AFC fluorogenic rate; Potency, µM (top dose mostly 57.5 µM), for inactives: at the highest dose activity change, negative = inhibition, hits mostly inhibitors; actives 0.03% (n = 75,000); AID 900;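 further: potency means the concentration at half of the fitted maximal effect; plate controls were vehicle for no effect and no substrate for full effect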
Rhodamine autofl = compound autofluorescence in rhodamine spectral region; max dye-equivalent concentration, M; Rhodamine-region fluorescence, 547/598 nm, Tris buffer; stronger effect = higher value; actives 0.05% (n = 59,000); in the data active means max dye-equivalent concentration above about 11 nM; inconclusive means between about 1.1 nM and that limit
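qHTS spectral profiling of compounds without any target or enzyme present, in pH 8.0 Tris buffer; plates were read after a 15-minute room-temperature incubation using the rhodamine-region filter set.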
ERK AVP inh = vasopressin-driven ERK pathway inhibition; HEK293-V1b, vasopressin-stimulated pERK AlphaScreen; Potency, µM (highest dose often 57.5 µM), without a hit: top-dose activity, negative = inhibition, hits mostly inhibitors; actives 0.99% (n = 72,000); AID 995; further: potency means the concentration at half of the fitted maximal effect; on the % scale 0 is the no-effect control and ±100 the full control effect; nearly all actives have a fitted effect of over 55% in size
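Phosphorylated ERK1/2 detected via AlphaScreen bead proximity in lysates of V1b-expressing HEK293 cells given 25 nM vasopressin for 5 min after 30 min compound exposure (37 °C). AC50 from Hill equation; basal DMSO 0%, vasopressin 100%.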
USP2a inh = USP2a (human) protease inhibition; actives 0.1% (n = 60,000); O75604; USP2a enzymatic assay, qHTS inhibition; Potency, µM (top dose mostly 38.3 µM), for the others: at the top dose activity change, negative = inhibition, most hits filed as inhibitors;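 further: potency means the concentration at half of the fitted maximal effect; nearly all actives have a fitted effect of over 60% in size; plate controls were DMSO for no effect and NEM full inhibition control for full effect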
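Coupled readout: USP2-cleaved Ub-PLA2 (20nM final) turns over NBD C6-HPC (20uM final), Ex 460nm/Em 535nm after 2.5 h, time-zero read flagging artifacts. Enzyme (20nM final, pH 8.0 Tris) given 30 min RT with compound first; NEM defines full inhibition.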
Casp7 inh = blocks human caspase-7 allosterically or competitively. recombinant caspase-7, Ac-DEVD-AFC fluorescence rate. actives 0.02% (n = 75,000). AID 889. Potency, µM (titrated, usually from 57.5 µM), without a hit: at the highest dose activity change, negative = inhibition, hits mostly inhibitors; active means well fitted inhibition curve with a large enough effect in the main read-out, with a control signal flat, not every such curve was filed as active; inconclusive means small, poorly fitted or top-dose-only effect, or a change in a side signal; further: potency means the concentration at half of the fitted maximal effect; % of control where 0% means no effect
Target sequence (P55210 24-198 limits assumed): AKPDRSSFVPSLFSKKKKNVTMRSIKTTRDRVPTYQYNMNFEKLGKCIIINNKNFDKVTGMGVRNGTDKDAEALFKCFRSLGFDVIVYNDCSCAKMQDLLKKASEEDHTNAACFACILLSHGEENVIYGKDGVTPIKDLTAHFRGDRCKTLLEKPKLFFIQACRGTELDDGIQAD
Target sequence (P55210 207-303 limits assumed): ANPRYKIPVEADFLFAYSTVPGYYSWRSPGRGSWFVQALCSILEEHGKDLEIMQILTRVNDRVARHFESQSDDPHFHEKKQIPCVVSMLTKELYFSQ
HADH2 inhib = inhibitors of human HADH2 dehydrogenase. Q99714. recombinant HADH2, NADH fluorescence, beta-hydroxybutyryl-CoA. Potency, µM (series often up to 57.1 µM), without a hit: at the top dose activity change, negative = inhibition, hits mostly inhibitors. actives 3.4% (n = 73,000). AID 886; further: potency means the concentration at half of the fitted maximal effect; on the % scale 0 is the no-effect control and ±100 the full control effect; nearly all actives have a fitted effect of over 60% in size; many of its hits are not listed in these tables
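His-tagged recombinant enzyme from E. coli, 20 nM, preincubated 15 min RT with compound; reaction started with 1 mM NAD+ and 90 uM beta-hydroxybutyryl-CoA in 100 mM Tris-HCl pH 9.0. NADH fluorescence (ex 360/em 450) read over 4 min; last-minus-first difference.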
Luciferase inh = blocks Photinus pyralis firefly luciferase activity; AID 411; actives 2.2% (n = 72,000); P08659; purified firefly luciferase, luminescence, 8 min; Potency, µM (highest dose often 57.1 µM), for the others: top-dose activity change, negative = inhibition, hits mostly inhibitors; further: potency means the concentration at half of the fitted maximal effect; on the % scale 0 is the no-effect control and ±100 the full control effect; nearly all actives have a fitted effect of over 40% in size
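Firefly luciferase (PKLight detection mix) with 10 uM ATP in pH 7.2 imidazole buffer (KCl, MgCl2, Tween 20, BSA). Compounds tested across a concentration series (qHTS). Luminescence read after 8 min at ambient temperature.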
Texas Red fluor = Texas Red region autofluorescence | max dye-equivalent concentration, M | Compound fluorescence, Texas Red channel, 547/618 nm; stronger effect = higher value | actives 0.06% (n = 59,000); in the data active means max dye-equivalent concentration above about 10 nM; inconclusive means between about 1.1 nM and that limit
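Spectral interference profiling: each compound concentration's relative fluorescence, read with a 547 nm excitation and 618 nm emission filter pair, was normalized to a per-plate Texas Red standard curve.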
HEK293 cAMP cs = parental HEK293 cAMP activation (counter-screen) | parental HEK293 CNG cAMP sensor, membrane potential fluorescence | Potency, µM (top dose mostly 57.1 µM), for the others: top-dose activation, most hits filed as activators | actives 2.5% (n = 73,000); further: potency means the concentration at half of the fitted maximal effect; % of control where 0% means no effect; nearly all actives have a fitted effect of over 55% in size
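Parental HEK 293 cells stably expressing a modified CNG channel (no TSHR) report cAMP rise as membrane depolarization. Membrane potential dye with 100 uM RO 20-1724 was loaded for 60 min at room temperature, then compound added for 30 min; fluorescence read at 590 nm.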
Fluorescein autfl = compound autofluorescence in fluorescein spectral region; Compound autofluorescence, 480/540 nm, fluorescein-equivalent; stronger effect = higher value; max fluorescein-equivalent concentration, M; actives 0.91% (n = 59,000); AID 593; in the data active means max fluorescein-equivalent concentration above about 10 nM; inconclusive means between about 1.1 nM and that limit
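Compounds (23 nL) in 100 mM Tris pH 8.0, 15 min at room temperature, then fluorescence read at 480 nm excitation/540 nm emission. Signal converted to fluorescein-equivalent concentration from an on-plate fluorescein standard curve.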
* hit, by the source's call; i = inactive; ? = inconclusive; . = not tested or not shown; [ ] = remark or other dose. Unless noted, the call rests on the fitted dose curve; in most records, active means well fitted curve in the direction sought with a large enough effect; inconclusive means small, poorly fitted or top-dose-only effect, or another doubt; inactive means no such curve, though single readings can be large; an effect the other way counts as inactive or inconclusive.

1. CCN(CCNC(=O)C1CCN(c2nnc(-n3cccc3)s2)CC1)c1ccccc1
2. O=c1c(N2CCOCC2)nsn1Cc1ccccc1
3. CC(C)c1ccc(C(O)c2cnc(C(C)C)n2C)cc1 (configuration not stated)
4. Cc1cc2cc(CCNC(=O)c3c(-c4ccccc4Cl)noc3C)c(=O)[nH]c2cc1C
5. NS(=O)(=O)c1ccc(NC(=O)CSc2nnc(Cc3cccs3)n2-c2ccccc2)cc1
6. C=CCOC(=O)C(C(C)=O)C(NC(=O)OC)c1ccco1 (configuration not stated)

assay / compound	1	2	3	4	5	6
Tau fil binding	33%	-2%	-19%	44%	23%	.
Caspase-1 inhib	-2%	-1%	3%	1%	0%	-3%[11.5 µM]
Rhodamine autofl	.	i	.	.	i	.
ERK AVP inh	-20%	0%	-7%	.	-4%	-4%[11.5 µM]
USP2a inh	.	-27%	.	.	54%[activator]	.
Casp7 inh	-6%	0%	1%	-5%	-2%	1%[11.5 µM]
HADH2 inhib	-5%	4%	7%	-12%	11%	4%[11.4 µM]
Luciferase inh	0%	1%	2%	1%	1%	.
Texas Red fluor	.	i	.	.	i	.
HEK293 cAMP cs	1%	0%	7%	-1%	19%	3%[11.4 µM]
Fluorescein autfl	.	?	.	.	i	.

7. CN1CCN(CCCNC(=O)c2cn(C3CCCCC3)c(=O)c3c2c2ccccc2n3C)CC1
8. CN(C(=O)COC(=O)c1ccccc1Nc1ccccc1)C1CCS(=O)(=O)C1 (configuration not stated)
9. CC(=O)Nc1c(O)[nH]c2ccccc12
10. OCCN(Cc1ccccc1)CC1CC=CCC1 (configuration not stated)
11. Cc1c(C)[n+](=O)c(-c2cccs2)c(C)n1[O-]
12. O=S(=O)(Nc1ccc2c(c1)OCCO2)c1cnc[nH]1

assay / compound	7	8	9	10	11	12
Tau fil binding	3%	12%	-2%	-9%[11.4 µM]	8%	1%
Caspase-1 inhib	-1%	1%	0%	-3%	1%	-1%
Rhodamine autofl	i	i	i	.	i	i
ERK AVP inh	-3%	-6%	-2%	-6%	-3%	8%
USP2a inh	12%	17%	-3%	5%[7.66 µM]	1%	3%
Casp7 inh	-1%	-1%	0%	-3%	0%	0%
HADH2 inhib	?	-5%	-6%	?	1%	0%
Luciferase inh	1%	-2%	0%	1%	-6%	1%
Texas Red fluor	i	i	i	.	?	i
HEK293 cAMP cs	-2%	6%	1%	20%[11.4 µM]	8%	-3%
Fluorescein autfl	i	i	i	.	i	i

One compound at a time (already shown). Order of values: Tau fil binding	Caspase-1 inhib	Rhodamine autofl	ERK AVP inh	USP2a inh	Casp7 inh	HADH2 inhib	Luciferase inh	Texas Red fluor	HEK293 cAMP cs	Fluorescein autfl
Record of CC(=O)Nc1c(O)[nH]c2ccccc12 : -2%	0%	i	-2%	-3%	0%	-6%	0%	i	1%	i
Record of Cc1c(C)[n+](=O)c(-c2cccs2)c(C)n1[O-] : 8%	1%	i	-3%	1%	0%	1%	-6%	?	8%	i
Record of O=S(=O)(Nc1ccc2c(c1)OCCO2)c1cnc[nH]1 : 1%	-1%	i	8%	3%	0%	0%	1%	i	-3%	i
Record of CN1CCN(CCCNC(=O)c2cn(C3CCCCC3)c(=O)c3c2c2ccccc2n3C)CC1 : 3%	-1%	i	-3%	12%	-1%	?	1%	i	-2%	i

Following part.
13. Cc1ccc(CNC(=O)C2CNc3cc(C)ccc3O2)cc1 (configuration not stated)
14. O=C(NCCCn1ccnc1)Nc1ccc(Cl)c(Cl)c1
15. COC(=O)c1ccc(CSc2nc3ccccc3c(=O)n2-c2ccc(OC)c(OC)c2)o1
16. CCOCCCNC(=O)c1c(C)[nH]c(C(=O)OCC)c1C
17. COc1ccc(NC(=O)C2CCC(=O)N2)cc1 (configuration not stated)
18. Cc1ccccc1-c1nccc(NCc2cccnc2)n1

assay / compound	13	14	15	16	17	18
Tau fil binding	-5%	-2%	185%	0%	-4%	1%
Caspase-1 inhib	-2%	0%	-3%	-3%	0%	0%
Rhodamine autofl	i	i	i	i	.	i
ERK AVP inh	-28%	-2%	13%	3%	0%	?
USP2a inh	-13%	.	33%[activator]	5%	2%	3%
Casp7 inh	0%	3%	-3%	1%	-1%	-2%
HADH2 inhib	?	32%[activator]	8%	-3%	-8%	?
Luciferase inh	-1%	-2%	1%	2%	3%	0%[2.29 µM]
Texas Red fluor	i	i	i	i	.	i
HEK293 cAMP cs	1%	-8%	28%	13%	5%	16%
Fluorescein autfl	?	i	?	i	.	i

19. COc1ccc(N(CC(=O)NC2CCCCCC2)S(=O)(=O)c2c(C)nn(C)c2C)cc1
20. c1cc2c(cc1C1CCCN1)OCCCO2 (configuration not stated)
21. CCCn1c(SCc2ccccn2)nc2c1c(=O)n(C)c(=O)n2C
22. Brc1ccc2ncnc(Nc3ccc(N4CCOCC4)cc3)c2c1
23. N#Cc1ccc(OCCN2C(=O)NC3(CCSC3)C2=O)cc1 (configuration not stated)
24. CC1CCN(C(=O)CN2C(=O)c3ccccc3S2(=O)=O)CC1

assay / compound	19	20	21	22	23	24
Tau fil binding	8%	4%	-10%	16µM*	3%	-6%
Caspase-1 inhib	5%	-1%	-3%	-2%	0%	1%
Rhodamine autofl	i	i	i	.	i	i
ERK AVP inh	19%	-6%	-26%	?	-1%	0%
USP2a inh	19%	-6%	.	14%	3%	7%
Casp7 inh	-1%	-6%	1%	-1%	-1%	0%
HADH2 inhib	-4%	9%	-9%	-2%	8%	3%
Luciferase inh	0%	-5%	2%	-4%	-3%	0%
Texas Red fluor	?	i	i	.	i	i
HEK293 cAMP cs	?	1%	6%	-9%	-1%	3%
Fluorescein autfl	i	i	i	.	i	i

25. COc1ccc(C(=O)N2CCN(C(=O)c3ccco3)CC2)cc1
26. COc1cc(-c2noc(-c3ccco3)n2)cc(OC)c1OC
27. CN(C)CCOc1nc(-c2ccccc2)nc2c1oc1ccccc12
28. O=C1CCC(=O)N1c1ccc(CSc2nc3ccccc3[nH]2)cc1
29. CC(=O)N1CCc2cc(S(=O)(=O)NC(C(=O)NC3CCCc4ccccc43)C(C)C)ccc21 (configuration not stated)
30. FC(F)C(F)(F)C1=CC(c2cccs2)=NCCN1

assay / compound	25	26	27	28	29	30
Tau fil binding	11%	-7%	64%	2%	-24%	16µM*
Caspase-1 inhib	-1%	3%	0%	-4%	0%	-3%
Rhodamine autofl	.	i	i	.	i	i
ERK AVP inh	-1%	-19%	3%	6%	-7%	-3%
USP2a inh	4%	-4%	29%	-6%	7%	10%
Casp7 inh	0%	-1%	-2%	-2%	-1%	-2%
HADH2 inhib	3%	11%	18%	-11%	15%	-12%
Luciferase inh	2%	-11%	1%	-18%	0%	-1%
Texas Red fluor	.	?	?	.	?	i
HEK293 cAMP cs	21%	-53%[inhibitor]	-63%[inhibitor]	3%	?	5%
Fluorescein autfl	.	i	i	.	i	?

31. O=C(CC1CCCCC1)N1CCN(c2ccccn2)CC1
32. O=C(Cn1cnc2ccccc21)OCC(=O)N1CCc2ccccc2C1
33. c1ccc(-c2nc3nc4ccccc4nc3n2Cc2ccco2)cc1
34. CCN(CC)S(=O)(=O)c1ccc(NC(=O)COC(=O)c2ccc(Br)o2)cc1
35. CCOC(=O)c1c(N)sc(C(O)(C(F)(F)F)C(F)(F)F)c1-c1ccc(OC)cc1OC
36. CCN(CC)S(=O)(=O)c1ccc(C(=O)NCc2n[nH]c(=S)n2Cc2ccccc2)cc1
37. CCOc1ccccc1-c1nnc(SCC(=O)NC2CC3CCC2C3)n1CC (configuration not stated)
38. Cc1cc2oc(=O)cc(C)c2c(=O)o1

assay / compound	31	32	33	34	35	36	37	38
Tau fil binding	4%	-9%	13µM*	5%	-27%	22%	2%	-5%
Caspase-1 inhib	-1%	-3%	-9%	-2%	-1%	-3%	-1%	-3%
Rhodamine autofl	i	i	i	i	i	i	i	i
ERK AVP inh	-2%	3%	-5%	-9%	?	4%	1%	-21%
USP2a inh	6%	-3%	17%	25%	14%	10%	3%	-5%
Casp7 inh	0%	-1%	-8%	-2%	-3%	1%	0%	-2%
HADH2 inhib	6%	4%	33%[activator]	1%	?	-9%	-23%	-6%
Luciferase inh	3%	-38%	-11%	3%	4%	3%	-1%	3%
Texas Red fluor	i	?	i	?	i	i	?	i
HEK293 cAMP cs	13%	9%	10µM*	3%	1%	-5%	14%	8%
Fluorescein autfl	i	?	i	?	?	i	i	i

A portion of the library (hit frequency here may not be typical).
